hIAP inh: human IAP inhibition. P09923. purified IAP, CDP-Star luminescence, 30 min. inhibition, % at 10 µM. hit rate 0.12% among 330,000. AID 2544;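 active = inhibition reaching a set limit with compound at 10 µM in the primary screen, cut at about 35% in these data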;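 note: plate controls were DMSO wells with enzyme for no effect and no-enzyme buffer wells for full effect; values of inactives mirror those of a sister screen read the other way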
Target sequence (P09923 whole entry, looked up): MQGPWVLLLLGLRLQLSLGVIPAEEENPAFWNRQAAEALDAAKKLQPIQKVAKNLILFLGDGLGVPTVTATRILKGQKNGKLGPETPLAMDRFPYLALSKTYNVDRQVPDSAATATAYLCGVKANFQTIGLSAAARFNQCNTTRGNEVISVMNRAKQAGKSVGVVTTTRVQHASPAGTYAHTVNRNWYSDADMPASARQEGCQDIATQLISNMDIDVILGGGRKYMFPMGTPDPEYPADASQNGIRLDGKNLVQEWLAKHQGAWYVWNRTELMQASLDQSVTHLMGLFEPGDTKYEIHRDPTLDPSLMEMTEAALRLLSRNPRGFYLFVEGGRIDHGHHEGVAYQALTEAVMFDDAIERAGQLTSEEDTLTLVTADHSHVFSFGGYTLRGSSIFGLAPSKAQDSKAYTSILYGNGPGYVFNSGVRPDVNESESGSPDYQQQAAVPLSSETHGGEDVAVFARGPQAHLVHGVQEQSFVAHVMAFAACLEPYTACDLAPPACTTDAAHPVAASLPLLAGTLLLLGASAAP
PfGluPho inh: PfG6PD (Plasmodium falciparum) enzyme inhibition. PfGluPho enzyme, NADPH resazurin-diaphorase fluorescence. inhibition, % at 20 µM. hit rate 0.78% among 350,000. AID 504690;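 active = inhibition reaching at least a set limit at 20 µM in the primary screen, cut at about 59% in these data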;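 note: 0% = DMSO wells with substrate and 100% = DMSO wells lacking glucose-6-phosphate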
HKDC1 inhibitor: blocks human hexokinase HKDC1 activity; Q2TB90; recombinant HKDC1, G6PDH/diaphorase resazurin coupled fluorescence; inhibition, % at 20 µM; hit rate 0.16% among 340,000; AID 493160;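 active = inhibition above about 35% when tested at 20 µM, limit read from the data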;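 note: plate controls were DMSO wells with enzyme for no effect and DMSO wells lacking enzyme for full effect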
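Material – in-house recombinant HK5 (HKDC1) enzyme · Quantity – HKDC1 at 5 µg/mL · Buffer or medium – pH 8.0 Tris buffer with 10 mM MgCl2 · Reagent – glucose with 1 mM ATP · Dosing – single 20 µM dose · Times – reaction time 90 min, room temperature, protected from light · Technique – resorufin fluorescence at 613 nm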
hIAP activ: increases human intestinal alkaline phosphatase activity. purified human IAP, CDP-Star luminescence, 30 min; hits give high values; 1 = vehicle-only enzyme, 0 = enzyme-free background. activation factor at 10 µM. hit rate 0.16% among 330,000. P09923;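 active = activation factor of the enzyme at least 2-fold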; note: the source names both 10 and 20 µM as test concentration; values of inactives mirror those of a sister screen read the other way
mIAP act: mouse IAP activation; AID 2805; hit rate 0.24% among 330,000; muIAP, CDP-Star luminescence, 30 min; hits give high values; 1 = vehicle-only enzyme signal, 0 = enzyme-free wells; activation factor at 10 µM;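 active = activation factor of at least 2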; note: the source names both 10 and 20 µM as test concentration; values of inactives mirror those of a sister screen read the other way
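Assay system: mouse IAP enzyme; Reagent: CDP-Star chemiluminescent phosphatase substrate; Compound: DMSO-dissolved test compounds; Incubation: 30 min, room temperature; Technique: luminescence from enzymatic CDP-Star hydrolysis; Controls: DMSO-only wells and no-enzyme negative control.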
mIAP inh: mouse IAP inhibition | hit rate 0.2% among 330,000 | inhibition, % at 10 µM | purified mouse IAP, CDP-Star luminescence, 30 min;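 active = inhibition of at least 40% at 10 µM in the primary screen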;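 note: plate controls were DMSO with enzyme for no effect and no enzyme wells for full effect; values of inactives mirror those of a sister screen read the other way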
ATG4B inh: ATG4B (human) cysteine protease inhibition | inhibition, % at 8.33 µM | Q9Y4P1 | ATG4B cleavage of LC3-PLA2, NBD-HPC fluorescence, 1 h | hit rate 0.51% among 340,000 | AID 504462; in the data active = inhibition above about 40%
Target sequence (Q9Y4P1 whole entry, looked up): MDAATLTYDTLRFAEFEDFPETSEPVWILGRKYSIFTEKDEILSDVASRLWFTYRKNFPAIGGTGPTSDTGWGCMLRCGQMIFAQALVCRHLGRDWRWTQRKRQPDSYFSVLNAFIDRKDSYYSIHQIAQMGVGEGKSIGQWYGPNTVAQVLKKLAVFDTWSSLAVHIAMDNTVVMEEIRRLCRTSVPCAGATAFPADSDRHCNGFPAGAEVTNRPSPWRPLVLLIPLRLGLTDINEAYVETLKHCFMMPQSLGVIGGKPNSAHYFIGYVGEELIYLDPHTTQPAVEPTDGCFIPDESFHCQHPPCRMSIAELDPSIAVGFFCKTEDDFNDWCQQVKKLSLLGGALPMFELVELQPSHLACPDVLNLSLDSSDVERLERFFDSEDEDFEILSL
A3A deaminase: blocks human APOBEC3A ssDNA deamination | P31941 | recombinant A3A, FAM/TAMRA ssDNA deamination fluorescence | inhibition, % at 20 µM | hit rate 0.41% among 330,000;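 active = at least 40% inhibition at 20 µM here, with at most 30% in a related deaminase screen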;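 note: plate controls were A3A with DMSO for no effect and wells lacking A3A enzyme for full effect; some results filed as inactive read as strong as hits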
* = called active by the depositor. The order is random; 2.4% or so of the library scored in one or more.

SMILES	hIAP inh	PfGluPho inh	HKDC1 inhibitor	hIAP activ	mIAP act	mIAP inh	ATG4B inh	A3A deaminase
Cc1onc(-c2c(F)cccc2Cl)c1C(=O)Nc1cccc(Cn2cccn2)c1	2	9	-7	0.98	1.1	-6	5	2
O=C1c2cccc3cccc(c23)C(=O)N1c1ccc(O)cc1	5	-11	-2	0.95	0.97	3	-5	-6
O=C(N/N=C/c1cccc(Cl)c1)c1c(O)c2c([nH]c1=O)CCCC2	8	2	-4	0.92	0.86	14	2	-3
COC(=O)c1ccc2c(=O)n(CCCCCC(=O)N3CCN(c4ccccc4)CC3)c(=O)[nH]c2c1	12	4	0	0.88	0.95	5	-25	1
Cn1c(-c2ccc(F)cc2)cnc1NCc1cccc(F)c1	-12	-18	-3	1.1	1.1	-5	2	1
CCc1nc2ccccc2[nH]1	16	-1	10	0.84	0.99	1	-30	0
Cc1ccc(S(=O)(=O)N=S(CC2CC2(Cl)Cl)CC2CC2(Cl)Cl)cc1 (configuration not stated)	-2	0	-4	1	1.1	-6	1	7
O=C(C1CCN(S(=O)(=O)c2cccc3cccnc23)CC1)N1CCN(c2ccc(Cl)cc2)CC1	-4	8	-2	1	0.91	9	-10	-5
COc1ccc(S(=O)(=O)N2CCCC(C(=O)NCc3ccco3)C2)cc1OC (configuration not stated)	-7	-12	-2	1.1	0.96	4	1	-3
CCOC(=O)Cc1csc(NC(=O)CSc2nc(C)cc(C)n2)n1	5	-13	-4	0.95	1	-4	-1	-5
Cc1cc(NC(=O)COC(=O)c2ccc(C)c(C)c2)no1	-7	18	-5	1.1	1	-4	-8	2
O=C(NCc1cccnc1)c1ccc(NC(=O)c2cccc([N+](=O)[O-])c2)cc1	-2	13	-4	1	1.1	-14	-11	-4
CC(=O)Nc1ccc(NC(=O)c2ccc(-c3ccccc3Cl)o2)cc1	32	3	-5	0.69	0.96	4	12	-4
O=C1C(Cc2ccccc2)Nc2ncnc(N3CCCCC3)c2N1Cc1ccccc1 (configuration not stated)	-2	8	1	1	1	-4	18	1
O=C(CN1C(=O)NC2(CCCC2)C1=O)Nc1cccc(C(F)(F)F)c1	12	-6	-5	0.88	0.97	3	1	-2
CCN(CC)c1nc2ccccc2n(Cc2cccc(OC)c2)c1=O	-9	-20	6	1.1	0.95	5	-4	2
COC(=O)C1=C(C)NC(=O)CC1c1ccc(F)c(Br)c1 (configuration not stated)	6	-4	-5	0.94	0.97	3	-8	2
O=C(COc1ncnc2ccccc12)Nc1ccc(Cl)c(S(=O)(=O)N2CCOCC2)c1	20	-1	-2	0.8	0.94	6	-10	0
CCOC(=O)COc1cccc(C2NC(=O)c3ccccc3O2)c1 (configuration not stated)	-26	-15	-4	1.3	0.97	3	5	-4
CCOc1ccc(S(=O)(=O)N2CCN(c3ncccn3)CC2)cc1	-6	-19	0	1.1	0.95	5	-3	-1
CCC(CC)C(=O)NN(C(=O)c1ccncc1)C1CC(=O)N(c2ccccc2)C1=O (configuration not stated)	13	10	-3	0.87	0.89	11	-6	-3
FC(F)(F)c1cccc(N2CCN(c3nnnn3-c3ccccc3)CC2)c1	0	11	-2	1	0.98	2	-13	0
O=C(NCC1CCCO1)c1cccc(Oc2ccc([N+](=O)[O-])cc2)c1 (configuration not stated)	2	8	-6	0.98	1	0	-4	-3
CCN(CC)CC(=O)N1CCCC(C(=O)c2ccccc2OC)C1 (configuration not stated)	-7	-1	-6	1.1	0.96	4	21	-1
O=C(NC1(C(F)(F)F)NC(=O)N(Cc2cccnc2)C1=O)c1ccncc1 (configuration not stated)	-3	-5	-5	1	0.97	3	-1	-2
Cc1ccc(C(=O)Cn2c(-c3ccccc3)noc2=O)cc1	7	-4	9	0.93	1	0	-2	-1
CC1(OC(=O)c2cccs2)C(=O)C=C2C=C3CCCN3C=C2C1=O (configuration not stated)	4	47	26	0.96	0.82	18	0	80
CCOC(=O)c1sc(=NC(=O)COc2ccc(Cl)cc2)n(C)c1C	-4	-6	-3	1	0.85	15	-1	5
O=C(NC(=S)NC1CCS(=O)(=O)C1)c1ccccc1Br (configuration not stated)	31	-9	5	0.69	0.99	1	16	-2
Cc1ccc(CNC(=O)CCCn2nc(C)c3c(C)n(-c4ccccc4)nc3c2=O)cc1	21	4	3	0.79	1	-2	-3	-3
CC(=O)N1N=C(c2ccc(Cl)cc2)OC12CCCC2	-19	-3	6	1.2	0.92	8	-9	-3
COc1cccc(CNC(=O)Cn2ncn3cccc3c2=O)c1OC	16	7	-6	0.84	1.1	-5	-10	-2
COc1ccc(CNC(=O)CCc2ccc(S(=O)(=O)N3CCCCCC3)cc2)cc1	1	-6	-2	0.99	1.1	-10	-12	4
NC(=O)CC[C@H](NC(=O)OCc1ccccc1)C(=O)OCc1ccc(Cl)cc1	7	-5	-8	0.93	1	0	-3	-2
O=C(N/N=C/C1C(c2ccccc2)C1(Cl)Cl)c1cccc(Br)c1 (configuration not stated)	-6	-4	4	1.1	1	0	-5	2
COc1ccc(-c2noc(CSc3nc(N)c(-c4ccccc4)c(=O)[nH]3)n2)cc1OC	-1	-21	2	1	0.95	5	15	-5
CC1CCN(C(=O)c2ccccc2NC(=O)c2cccs2)CC1	-1	-12	-7	1	0.94	6	4	0
O=C(NNc1nc2ccccc2s1)c1ccccc1F	-3	-6	-15	1	0.99	1	8	2
CCN(CC)P(=O)(C(NC(=O)OC)C(F)(F)C(F)(F)C(F)(F)C(F)F)N(CC)CC (configuration not stated)	6	1	-4	0.94	0.99	1	-2	2
COC(=O)C(/C=N/OCc1ccc([N+](=O)[O-])cc1)NC(=O)c1cccc(Cl)c1 (configuration not stated)	-16	-8	-6	1.2	1	-1	-5	0

6 compounds from above, arranged by the value under ATG4B inh, high to low.
SMILES	hIAP inh	PfGluPho inh	HKDC1 inhibitor	hIAP activ	mIAP act	mIAP inh	ATG4B inh	A3A deaminase
O=C(NNc1nc2ccccc2s1)c1ccccc1F	-3	-6	-15	1	0.99	1	8	2
CCOC(=O)Cc1csc(NC(=O)CSc2nc(C)cc(C)n2)n1	5	-13	-4	0.95	1	-4	-1	-5
CCN(CC)P(=O)(C(NC(=O)OC)C(F)(F)C(F)(F)C(F)(F)C(F)F)N(CC)CC (configuration not stated)	6	1	-4	0.94	0.99	1	-2	2
Cc1ccc(CNC(=O)CCCn2nc(C)c3c(C)n(-c4ccccc4)nc3c2=O)cc1	21	4	3	0.79	1	-2	-3	-3
COC(=O)C(/C=N/OCc1ccc([N+](=O)[O-])cc1)NC(=O)c1cccc(Cl)c1 (configuration not stated)	-16	-8	-6	1.2	1	-1	-5	0
O=C(COc1ncnc2ccccc12)Nc1ccc(Cl)c(S(=O)(=O)N2CCOCC2)c1	20	-1	-2	0.8	0.94	6	-10	0

Later entries.
SMILES	hIAP inh	PfGluPho inh	HKDC1 inhibitor	hIAP activ	mIAP act	mIAP inh	ATG4B inh	A3A deaminase
Cn1cc(Br)cc2nc(C(F)(F)F)nc1-2	2	-21	-6	0.98	1	-4	10	-7
C=CC[C@H](CC(=O)NCCO)C(=O)N[C@@H](C)COC(=O)[C@@H](CC=C)CC(=O)OC(C)(C)C	2	3	-7	0.98	1	-2	1	2
CN(CC(=O)Nc1ccc(F)cc1)C(=O)Cn1cnc2ccc([N+](=O)[O-])cc2c1=O	-4	-1	5	1	0.87	13	4	-1
CCOc1ccc(CNC(=O)CCC(=O)N2Cc3ccccc3Oc3ncccc32)cc1	8	19	-8	0.92	1	0	2	-7
CN(c1cccc(NC(=O)CN(c2cccc(Cl)c2)S(=O)(=O)c2ccc(Cl)cc2)c1)S(C)(=O)=O	-27	9	4	1.3	1.3	-32	-9	-3
O=C(COC(=O)c1cc(Cl)cc(Cl)c1)NCCN1C(=O)CSC1=O	9	14	-17	0.91	0.99	0	-8	-5
CC(=O)Nc1ccc(S(=O)(=O)NCCC(=O)OCC(=O)c2ccc(F)c(F)c2)cc1	0	1	-8	1	1.1	-5	-9	4
COc1ccc(-c2nc(-c3cccc(C(F)(F)F)c3)no2)cc1OC	9	7	-4	0.91	0.96	4	0	-4
COc1ccc(OC)c(NC(=O)CCNS(=O)(=O)c2ccc3[nH]c(=O)oc3c2)c1	23	14	0	0.77	0.53	47*	-2	-3
O=C(COC(=O)c1n[nH]c(=O)c2ccccc12)c1ccc(Br)cc1	-17	3	-13	1.2	1	-4	3	0
Cc1ccc(S(=O)(=O)C(C)C(=O)NCCS(=O)(=O)c2ccc(Cl)cc2)cc1 (configuration not stated)	6	-7	-3	0.94	1	-3	7	-3
Cn1ccc(=Nc2ccc(NC(=O)c3ccc(N=c4ccn(C)c5ccc([N+](=O)[O-])cc45)cc3)cc2)cc1	18	48	-2	0.81	0.82	18	20	15
Cc1ccc(Cl)cc1NC(=O)CCC(=O)NCc1ccco1	7	-25	-7	0.93	1	0	-3	-5
O=C(O)CN1C(=O)CSC1=S	-1	-4	-1	1	0.91	9	-9	0
O=C1CC(c2ccccc2)CC(O)=C1C=NCc1ccccc1 (configuration not stated)	3	8	13	0.97	1	-2	-20	-3
CC(C)c1ccc(C(C(=O)NC2CCCCC2)N(C(=O)c2ccccn2)c2cccnc2)cc1 (configuration not stated)	12	-11	5	0.88	0.92	8	-5	-1
CCC(CC)NC(=O)Nc1ccc(C)cc1	-14	-9	-6	1.1	1.1	-12	1	3
CN1CCN(c2ccc(NC(=O)c3ccc4c(c3)OCCO4)cc2Cl)CC1	-5	68*	-2	1.1	0.97	3	9	-3
Clc1ccc(CNc2nnnn2-c2ccccc2)c(Cl)c1	-20	-13	0	1.2	1.4	-36	4	-2
COc1cc(O)c(C(CC(=O)N2CCN(c3ccccc3)CC2)c2cc(OC)c(OC)c(OC)c2)c(OC)c1 (configuration not stated)	8	0	4	0.92	1	-1	5	-3
Cc1ccc(S(=O)(=O)CCC(=O)OCc2ccc(Cl)c(Cl)c2)cc1	9	1	-5	0.91	0.93	7	0	1
Cc1cc(C)c(C#N)c(SCc2ccc(C(=O)O)cc2)n1	-16	-52	3	1.2	0.98	2	8	-7
CC1=C(C)CC(C(=O)N2CCN(C/C=C/c3ccccc3)CC2)C(C(=O)O)C1 (configuration not stated)	-9	3	-5	1.1	0.97	3	-8	-2
Cc1cc(=O)[nH]c(N/N=C/c2c(O)n(-c3ccccc3)c(=O)c3ccccc23)n1	7	4	-25	0.93	0.83	17	-2	6
CN(C(=O)c1ccc2c(c1)OCO2)C1(C(=O)NC2CCCC2)CCCCC1	-25	6	-8	1.2	1.1	-11	-13	1
NC(=O)C1CCN(C(=S)c2cccs2)CC1	-7	0	0	1.1	0.91	9	7	0
CC1CC(C)(C)CC2(C1)NC(=O)N(CC(=O)NCCc1ccc3c(c1)OCCO3)C2=O (configuration not stated)	-1	19	-6	1	0.94	6	-19	0
Oc1c(C(c2ccccn2)N2CCOCC2)ccc2cccnc12 (configuration not stated)	-18	9	5	1.2	1.1	-12	-3	-8
CCOc1ccc2[nH]c(=O)c(C(c3nnnn3Cc3ccco3)N3CCCC(C)C3)cc2c1 (configuration not stated)	-44	20	4	1.4	0.87	13	-5	4
O=C(Cc1ccccc1)N/N=C/c1cccn1-c1ccc([N+](=O)[O-])cc1	-7	6	-1	1.1	0.84	16	-10	4
Cc1ccc(S(=O)(=O)N(C)c2ccccc2C(=O)N2CCOCC2)cc1	-16	1	-5	1.2	1	0	-4	-6
Cc1cc(C)cc(NC(=O)C2CCC(CNC(=O)[C@@H]3Cc4ccccc4CN3)CC2)c1 (some centres not stated)	-48	-7	-4	1.5	1.2	-18	-3	-4

Source: PubChem BioAssay (Sanford-Burnham Center for Chemical Genomics)
